# XiGFP reactiv – reactivates the inactive X chromosome in mouse fibroblasts; XiGFP mouse fibroblasts, % GFP-positive cells imaging, 3 d; cells co-treated with 5-aza-dC sensitizer; scaled so ellipticine positive control = 100%; activation, % at 7.58 µM; 360,000 tested, 0.055% active;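 active = mean normalized replicate activation at least 10% and every replicate at or above 10%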;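 also: 0% = median of on-plate neutral control wells and 100% = ellipticine 6 µM median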
#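 System: 68-5-11 XiGFP fibroblast line | Buffer or medium: DMEM containing 5-aza-dC | Compound: Single point | Times: Compounds 3 days, fix/stain 15 min at room temperature | Benchmarks: Positive control ellipticine, 6 µM final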
# Cneo AK release – Cryptococcus neoformans lysis via adenylate kinase release. C. neoformans lysis, adenylate kinase release luminescence, 4 h; normalised: neutral wells 0, clomiphene wells 100. lysis activity, % at 15 µM. 360,000 tested, 0.2% active. AID 651654;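 active = mean lysis activity across replicates of at least 80%, whatever share of replicates individually reach that level; inactive = mean lysis activity below 80%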
#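 Material – Cryptococcus neoformans yeast cells · Quantity – 5 × 10^6 yeast cells/mL · Buffer or medium – YPD medium · Compound – single dose · Timing – 4 h static compound exposure, 37 °C, read 1 h post-reagent · Signal – adenylate kinase release luminescence · Read-out basis – lysis from increased AK signal · Benchmarks – Clomiphene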
# S100A4 MyoIIA – S100A4-myosin IIA interaction inhibition; P26447; S100A4/TAMRA-MyoIIA peptide fluorescence polarization; inhibition, % at 10.7 µM; 360,000 tested, 0.14% active; AID 652163;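 active = mean inhibition of at least 70% across replicates, with every replicate also reaching that level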
# Target sequence (P26447 whole entry, looked up): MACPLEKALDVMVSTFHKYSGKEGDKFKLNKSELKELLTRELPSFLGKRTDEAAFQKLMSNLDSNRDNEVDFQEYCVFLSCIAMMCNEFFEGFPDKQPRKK
#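 Test system – S100A4 monomer (human) · Compound – single-point compound testing · Schedule – 5 min incubation before reading · Probe or stimulus – TAMRA-labelled myosin IIA heavy-chain peptide probe, 5 nM · Benchmarks – neutral control DMSO, positive control TFP · Medium – Calcium-containing HEPES buffer, pH 7.2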
# LGR2 inh – inhibitors of bursicon-induced Drosophila LGR2 receptor cAMP signaling. HEK293 LGR2, CRE-luciferase, bursicon-stimulated, 4 h. inhibition, % at 9.99 µM. 380,000 tested, 0.35% active;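 active = drop in luminescence signal, shown as inhibition above about 50% in the replicate tests, limit read from the data, passing the limit was not always enough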;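 also: agonist challenge used bursicon conditioned medium at about half maximal strength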
# SIRT5 block – blocks human SIRT5 desuccinylation of peptide; Q9NXA8; Purified SirT5, succinyl-peptide AMC, trypsin-coupled fluorescence; inhibition, % at 15 µM; AID 652115; 330,000 tested, 1.1% active; in the data active = inhibition above about 15%
# Target sequence (Q9NXA8 whole entry, looked up): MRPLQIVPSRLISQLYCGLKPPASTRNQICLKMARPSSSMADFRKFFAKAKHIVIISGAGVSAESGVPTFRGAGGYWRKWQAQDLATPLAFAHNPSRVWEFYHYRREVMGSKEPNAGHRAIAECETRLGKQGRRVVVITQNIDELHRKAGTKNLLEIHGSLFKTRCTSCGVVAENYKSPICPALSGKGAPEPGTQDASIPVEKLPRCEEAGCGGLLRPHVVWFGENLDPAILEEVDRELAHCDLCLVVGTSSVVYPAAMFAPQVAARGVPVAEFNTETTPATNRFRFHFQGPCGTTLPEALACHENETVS
# Statin myotox sup – suppression of simvastatin myotoxicity; C2C12 myotubes + simvastatin, ATP luminescence, 48 h; scaled: DMSO 0, geranylgeraniol control 100; rescue of ATP level, % at 7.49 µM; 330,000 tested, 0.78% active;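 active = mean ATP rescue above about 67%, or every replicate alone reaching that limit, limit read from the data, passing the limit was not always enough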;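 also: myotubes were challenged with 10 µM simvastatin during compound exposure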
# ERAP1 HTS inh – inhibitors of human ERAP1 aminopeptidase. Q9NZ08. inhibition, % at 10.7 µM. 340,000 tested, 0.15% active. recombinant ERAP1, Leu-AMC fluorescence, 60 min;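 active = mean replicate inhibition of at least 30%, or all replicates individually reaching that 30% level; inactive = mean below 30% and not every replicate reaching it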;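 also: 0% = neutral control wells and 100% = L-leucinethiol positive control wells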
# PGC1a acetyl inh – lowers PGC1a acetylation signal in U2OS cells; AlphaScreen anti-acetyl-lysine; with virally co-expressed GCN5 acetyltransferase; 350,000 tested, 0.17% active; AID 651687; inhibition, % at 15.6 µM;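 active = every replicate shows inhibition of at least 40%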;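 also: 0% = neutral control wells and 100% = positive control wells; some results beyond the cut were filed as inactive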
# Numbers without * were called inactive; x = no result given; & = joins results of further samples. This is a subset; the hit share may differ from the screen's.
Compound	PGC1a acetyl inh	SIRT5 block	Statin myotox sup	XiGFP reactiv	ERAP1 HTS inh	LGR2 inh	Cneo AK release	S100A4 MyoIIA
C[C@H]1CN([C@@H](C)CO)C(=O)Cc2cc(NS(=O)(=O)c3cn(C)cn3)ccc2O[C@@H]1CN(C)Cc1ccc(C(=O)O)cc1	6.6	-1.8	-47.0	0.5	-0.3	7.3	0.1	-27.0
C=CCN1C(=O)C(Cc2ccc(OC)cc2)SC1=Nc1ccc(C(=O)O)cc1 (configuration not stated)	-2.6	0.5	x	0.0	-0.3	0.6	-0.5	2.7
C/C=C/c1ccc2c(c1)O[C@H](CN(C)CC1CCOCC1)[C@@H](C)CN([C@H](C)CO)S2(=O)=O	-11.1&-25.0&5.9	-1.3&1.1&0.7	7.5&-11.3&-28.9	-0.1&0.6	2.2&0.4&-0.8	0.4&6.8	-13.1&-0.9	-2.0&5.3&-25.5
CSc1cccc(NC(=O)COC(=O)c2ccccn2)c1	-0.2	-6.8	-29.3	0.0	-0.3	-3.4	-1.1	0.7
Cc1ccc(NC(=O)CSc2nnc(C3COc4ccccc4O3)o2)c(Cl)c1 (configuration not stated)	6.0	-3.0	x	0.1	-7.8	6.3	x	1.6
CCc1ccc2n(-c3ccc(OC)cc3)c([S-])c(C(=O)Nc3cc(C)cc(C)c3)[n+]2c1	-4.4	-3.4	-13.7	-0.1	-0.7	-7.4	0.4	-8.9
Cc1sc2ncnc(N3CCC(C(=O)NNC(=O)c4ccccc4Cl)CC3)c2c1C	x	-1.8	2.4	0.0	2.8	-3.4	-2.6	-3.9
O=C(O)Cn1cc(/C=C/[N+](=O)[O-])c2ccccc21	8.5	4.5	x	0.0	0.3	0.8	x	-2.3
N#CC1(NC(=O)COC(=O)c2ccc(-c3ccc(O)cc3)cc2)CCCCC1	x	-1.5	-4.2	0.0	-3.7	-40.0	-2.8	1.0
Cc1ccnc(N2C(=O)c3ccccc3C2Nc2ccccc2Cl)c1 (configuration not stated)	-0.6	-6.1	3.1	0.0	3.2	5.8	-1.1	-0.1
Cc1ccc(-c2csc3nc[nH]c(=O)c23)c(C)c1	x	-20.8	3.7	0.0	-0.3	-10.9	0.8	-0.6
CC(=O)C1=C(O)C(=O)N(c2ccc(S(=O)(=O)Nc3nccs3)cc2)C1c1ccc([N+](=O)[O-])cc1 (configuration not stated)	8.0	2.6	x	0.0	1.7	-9.3	x	-2.7
C[C@H]1CN([C@@H](C)CO)C(=O)c2cc(NC(=O)Nc3ccc(C(F)(F)F)cc3)ccc2O[C@H]1CN(C)C(=O)NC1CCCCC1	11.8	0.9	-1.4	x	-0.5	x	11.6	-2.7
COc1ccc(/C=N/N2CCOCC2)cc1Cn1cc([N+](=O)[O-])cn1	x	-5.6	x	0.2	4.1	-9.2	x	4.6
Cc1onc(-c2ccccc2)c1C(=O)NNC(=S)NC(=O)c1ccc(F)cc1	x	1.4	x	0.0	3.3	1.7	x	-5.8
CCN1CCN(C(=O)CS(=O)(=O)Cc2nc(-c3ccccc3C)oc2C)CC1	-3.9	1.1	6.0	0.0	1.0	3.2	-1.6	-0.7
COc1cc2c(cc1OC)-c1cc(Nc3cccc(F)c3)nc(=O)n1CC2	1.4	-3.1	-9.7	-0.1	-5.5	1.2	1.8	-1.3
CC(NC(=O)c1ccc(N2CCCC2)c([N+](=O)[O-])c1)c1ccc(S(N)(=O)=O)cc1 (configuration not stated)	-2.2	1.5	13.4	0.0	3.4	4.7	3.4	6.5
CC1Cc2nc(SCC(=O)Nc3ccc4c(c3)OCO4)n(CCc3ccccc3)c(=O)c2S1 (configuration not stated)	-0.7	-6.2	-2.2	-0.1	6.0	16.9	3.1	2.2
COc1nc(C)ccc1-c1noc(-c2ccncc2)n1	0.4	x	-0.4	x	x	-31.8	-0.5	x
O=C(CC12CC3CC(CC(C3)C1)C2)NC(=S)NCc1ccco1	x	0.0	x	-0.1	1.0	-7.0	x	-2.1
COC(=O)c1c(C)nc(C)c(C(=O)OC)c1-c1ccsc1	2.5	-0.3	-4.9	-0.1	-1.9	-3.3	-1.5	-3.9
C[C@@H]1CC=C[C@H]2[C@H]1C(=O)N(Cc1ccccc1)[C@H]2c1ccc(-c2cc3ccccc3s2)cc1F	38.1	x	7.5	0.3	1.9	-33.0	1.4	-1.2
Cc1ccc(-n2nnnc2SCC(=O)c2c(N)n(C3CC3)c(=O)[nH]c2=O)cc1	-4.4	-6.3	5.5	0.4	3.7	6.4	0.6	-1.5
CCN(CC)CCNC(=O)c1ccc(NC(=O)c2c(F)cccc2Cl)cc1	x	0.3	x	0.0	-0.9	x	x	3.4
Cc1cccc(C)c1NC(=O)C1(C)CSCC(=O)N1CC(F)(F)F (configuration not stated)	x	-2.5	x	-0.1	-5.7	6.4	x	-4.8
CCCN(C)C[C@H]1Oc2cc(-c3cncnc3)ccc2S(=O)(=O)N([C@H](C)CO)C[C@H]1C	1.8	-6.1	6.5	-0.9	-0.4	11.2	1.9	-6.3
CCOC(=O)C(c1ccccc1)N1CCN(c2ccc(OC)cc2)CC1 (configuration not stated)	-10.8	-2.8	52.3	x	-0.5	2.3	-0.1	-0.2
O=Cc1cc([B-](F)(F)F)cs1	x	-1.5	x	-0.1	-2.1	-21.7	x	-0.9
COc1ccccc1OCCSc1nc2ccccc2n1CCO	5.7	-2.5	-10.6	0.0	0.5	-4.7	x	-0.8
N#C[C@H]1[C@H](c2ccc(C#CC3CCCCC3)cc2)[C@@H](CO)N1S(=O)(=O)c1ccccc1	15.0	3.9	15.8	-0.1	-0.8	23.1	2.1	-7.0
C=CCNc1nc(Cl)nc(NC2CCCCC2)n1	-9.6	0.7	2.6	0.1	2.8	-2.9	4.1	-1.1
CN(C)CCCNC(=O)C[C@@H]1CC[C@H]2[C@@H](COc3ccc(NC(=O)c4ccc5c(c4)OCO5)cc3C(=O)N2C)O1	3.8	-7.2	9.8	0.1	-2.4	2.1	4.5	2.9
CC(=O)Nc1ccc(NC(=O)c2nc(S(=O)(=O)Cc3ccccc3)ncc2Cl)cc1	x	-2.9	-0.4	4.0	-0.5	-13.0	-0.4	-3.4
O=C(N/N=C/c1c(-c2ccccc2)[nH]c2ccccc12)c1cccnc1	-7.4	3.6	x	1.8	2.9	-24.1	x	-0.5
O=C(CCS(=O)(=O)c1ccccc1)OCC(=O)N1CCN(S(=O)(=O)c2ccc(Cl)cc2)CC1	6.9	-6.4	-10.5	0.2	-2.3	-6.6	4.0	3.1
COc1ccc2c(c1)-c1nc(/N=C/c3ccccc3O)sc1CC2	8.3	9.9	-0.7	0.0	-2.0	-10.1	3.4	0.2
CCC(=O)Nc1ccc2c(c1)C(=O)N(C)[C@@H]1CC[C@H](CC(=O)O)O[C@H]1CO2	6.6	-2.9	20.1	0.3	-0.5	-26.0	-1.8	0.5
Cn1c(SCC(=O)NNC(=O)c2ccccc2Br)nnc1C(F)(F)F	x	-3.2	-0.4	-0.3	-1.6	-12.7	0.0	-2.6
COc1cc2ccccc2cc1C(=O)NC(=S)Nc1cc(C(=O)O)ccc1C	-4.0	-0.5	4.9	0.0	-3.8	-24.5	3.0	-2.0
C[C@@H]1CCCCO[C@@H](CN(C)C(=O)Nc2ccc3c(c2)OCO3)[C@@H](C)CN([C@@H](C)CO)C(=O)c2cc(N(C)C)ccc2O1	-7.5	-3.6	15.0	0.4	0.7	-11.0	-0.7	-6.5
C[C@@H]1CCCCO[C@H](CN(C)S(=O)(=O)c2ccc(Cl)cc2)[C@H](C)CN([C@@H](C)CO)C(=O)c2cc(N(C)C)ccc2O1	-26.1	20.6*	-26.4	-0.9	2.5	-8.9	2.1	0.5
Cc1nc2ccc(S(=O)(=O)NC(C(=O)N3CCCC3)C(C)C)cc2s1 (configuration not stated)	-7.6	x	5.0	0.2	x	-32.3	-3.0	2.1
CC(=O)Nc1ccc(NC(=O)COC(=O)[C@@H]2CCCN2C(=O)c2cccs2)cc1	1.7	-2.3	-3.6	0.2	0.0	-23.2	0.3	-6.8
COc1ccc(C(=O)NC(=S)Nc2ccc(Cl)c(C(=O)O)c2)cc1	12.7	1.9	4.1	0.0	1.1	14.4	-1.1	-1.0
Cc1cc(C)c(C#N)c(SCc2cn3ccccc3n2)n1	x	-0.6	x	0.4	1.0	-42.2	x	-4.7
CCOC(=O)C1CCCN(C(=O)c2cccc3ccccc23)CC1 (configuration not stated)	x	x	-0.6	0.0	-1.5	-6.6	0.0	-2.6
COc1ccccc1NC(=S)NCc1cccnc1	x	0.9	x	0.1	5.7	2.3	x	-0.6
O=C(CNC(=O)c1ccco1)Nc1ccc(F)cc1	x	-7.4	8.4	0.0	-2.3	-6.9	-0.7	2.2
CS(=O)(=O)N1CCc2cc(C(=O)N3CCN(c4ccccc4F)CC3)ccc21	-20.1	0.4	-20.8	0.0	-0.7	9.3	17.3	-0.3

# Looked up by compound from above, 2 records:
Compound	PGC1a acetyl inh	SIRT5 block	Statin myotox sup	XiGFP reactiv	ERAP1 HTS inh	LGR2 inh	Cneo AK release	S100A4 MyoIIA
O=C(N/N=C/c1c(-c2ccccc2)[nH]c2ccccc12)c1cccnc1	-7.4	3.6	x	1.8	2.9	-24.1	x	-0.5
C[C@@H]1CCCCO[C@H](CN(C)S(=O)(=O)c2ccc(Cl)cc2)[C@H](C)CN([C@@H](C)CO)C(=O)c2cc(N(C)C)ccc2O1	-26.1	20.6*	-26.4	-0.9	2.5	-8.9	2.1	0.5

# Following part
Compound	PGC1a acetyl inh	SIRT5 block	Statin myotox sup	XiGFP reactiv	ERAP1 HTS inh	LGR2 inh	Cneo AK release	S100A4 MyoIIA
O=C(NCCCN1CCOCC1)c1nn(-c2ccccc2)c(=O)c2ccccc12	-6.3	-0.5	-5.6	0.0	1.6	-3.4	-2.9	-0.4
CCNC(=O)C[C@@H]1CC[C@H]2[C@H](COc3ccc(NC(=O)C4CCCCC4)cc3C(=O)N2C)O1	3.5	-0.8	-1.5	0.2	-0.2	-5.4	57.8	0.9
Cc1nc2c3ccccc3n(CC(=O)c3ccc(F)cc3)c(=O)n2n1	7.6	x	-2.6	0.2	-2.0	13.0	-0.7	-0.9
C[C@H](CO)N1C[C@H](C)[C@@H](CN(C)S(=O)(=O)c2ccc(F)cc2)Oc2c(NC(=O)Nc3ccc4c(c3)OCO4)cccc2C1=O	-4.3&9.2	4.0&-2.7	6.5&20.0	0.0&-0.1	-4.8&-0.9	2.4&-7.5	-0.6&0.6	-10.4&-1.3
COC(CC(=O)NNC(=S)Nc1ccccc1)OC	2.4	-0.1	-2.5	0.1	-4.3	-9.0	-1.4	-1.6
CN(C)C(CNc1ncnc2sccc12)c1cccs1 (configuration not stated)	-6.6	-4.5	x	1.4	6.8	-14.2	x	-2.4
C[C@H](CO)N1C[C@H](C)[C@H](CN(C)C(=O)CCC(F)(F)F)OCCCC[C@H](C)Oc2ccc(NS(=O)(=O)c3ccc(Cl)cc3)cc2C1=O	7.9	16.7*	x	0.0	1.7	32.0	2.7	3.6

# Screening data from PubChem.
